Bioassay records (PubChem)
POLB inh: blocks human DNA polymerase beta activity; Pol beta primer extension/strand displacement, fluorescence kinetic; 340,000 compounds, 1.3% hits; Potency, µM (top dose mostly 114 µM), for the others: at the highest dose activity change, negative = inhibition, actives largely listed as inhibitors; also: potency is read from the fitted curve at half-maximal effect; % is scaled to controls: 0 for no effect and ±100 for the full control effect
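Kinetic readout of DNA synthesis with strand displacement by Pol beta. Compound and 10 nM enzyme sit 15 min at room temperature; 50 nM substrate starts the reaction, read immediately and at 10 min.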
Pol eta inh: blocks human DNA polymerase eta activity. Q9Y253. recombinant Pol eta, fluorescent DNA replication assay. Potency, µM (highest dose often 114 µM), without a hit: at the highest dose activity change, negative = inhibition, actives largely listed as inhibitors. 390,000 compounds, 1.2% hits; also: potency is read from the fitted curve at half-maximal effect; % is scaled to controls: 0 for no effect and ±100 for the full control effect
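Pol eta (10 nM) was preincubated with compounds for 15 min at room temperature, after which fluorescent replication substrate (50 nM final) was added to start the reaction. Fluorescence was read kinetically at 0 and 10 min.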
LDHA block: LDHA (human) enzyme inhibition | purified LDHA, NADH/diaphorase-resazurin fluorescence; active compounds read low | activity change, % (values are at about 110 or 230 µM) | 480,000 compounds, 0.15% hits | AID 1347041; in the data active = activity change below about -30%; inconclusive = mostly about -25% to -30%;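 also: plate controls were DMSO wells for no effect and wells without enzyme for full effect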
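Human LDH5 (2 nM) was incubated with 0.06 mM NADH and 0.2 mM pyruvate for 5 min at room temperature in Tris pH 7.4. Remaining NADH was coupled through diaphorase/resazurin, and resorufin fluorescence was read at 0 and 20 min.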
Apoferritin bind: binds horse apoferritin like a general anesthetic; P02791; apoferritin/1-aminoanthracene competitive binding, fluorescence; Potency, µM (titrated, usually from 77.5 µM), inactives show at the highest dose activity change, negative = displacement, most hits filed as inhibitors; 350,000 compounds, 0.074% hits; also: potency is read from the fitted curve at half-maximal effect; % is scaled to controls: 0 for no effect and ±100 for the full control effect; nearly all actives have a fitted effect of over 20% in size
Target sequence (P02791 2-175 limits assumed): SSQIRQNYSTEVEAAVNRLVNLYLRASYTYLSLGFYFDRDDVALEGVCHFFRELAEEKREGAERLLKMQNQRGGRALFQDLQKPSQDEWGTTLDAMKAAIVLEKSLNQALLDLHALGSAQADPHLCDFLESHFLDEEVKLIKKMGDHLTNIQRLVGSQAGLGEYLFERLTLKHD
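Horse-spleen apoferritin (10 uM) in 50% saturated 1-aminoanthracene in PBS was incubated 10 min at room temperature with compound. Fluorescence (ex 380, em 535 nm) was normalized to free and bound 1-AMA, with concentration-response fitted by a four-parameter Hill equation.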
POLK inh: DNA polymerase kappa (human) inhibition | Q9UBT6 | purified Pol kappa, fluorescent DNA synthesis assay, 10 min | Potency, µM (top dose mostly 107 µM), for the others: top-dose activity, negative = inhibition, usual class: inhibitors | 400,000 compounds, 0.53% hits; also: potency is read from the fitted curve at half-maximal effect; % is scaled to controls: 0 for no effect and ±100 for the full control effect
Target sequence (Q9UBT6 whole entry, looked up): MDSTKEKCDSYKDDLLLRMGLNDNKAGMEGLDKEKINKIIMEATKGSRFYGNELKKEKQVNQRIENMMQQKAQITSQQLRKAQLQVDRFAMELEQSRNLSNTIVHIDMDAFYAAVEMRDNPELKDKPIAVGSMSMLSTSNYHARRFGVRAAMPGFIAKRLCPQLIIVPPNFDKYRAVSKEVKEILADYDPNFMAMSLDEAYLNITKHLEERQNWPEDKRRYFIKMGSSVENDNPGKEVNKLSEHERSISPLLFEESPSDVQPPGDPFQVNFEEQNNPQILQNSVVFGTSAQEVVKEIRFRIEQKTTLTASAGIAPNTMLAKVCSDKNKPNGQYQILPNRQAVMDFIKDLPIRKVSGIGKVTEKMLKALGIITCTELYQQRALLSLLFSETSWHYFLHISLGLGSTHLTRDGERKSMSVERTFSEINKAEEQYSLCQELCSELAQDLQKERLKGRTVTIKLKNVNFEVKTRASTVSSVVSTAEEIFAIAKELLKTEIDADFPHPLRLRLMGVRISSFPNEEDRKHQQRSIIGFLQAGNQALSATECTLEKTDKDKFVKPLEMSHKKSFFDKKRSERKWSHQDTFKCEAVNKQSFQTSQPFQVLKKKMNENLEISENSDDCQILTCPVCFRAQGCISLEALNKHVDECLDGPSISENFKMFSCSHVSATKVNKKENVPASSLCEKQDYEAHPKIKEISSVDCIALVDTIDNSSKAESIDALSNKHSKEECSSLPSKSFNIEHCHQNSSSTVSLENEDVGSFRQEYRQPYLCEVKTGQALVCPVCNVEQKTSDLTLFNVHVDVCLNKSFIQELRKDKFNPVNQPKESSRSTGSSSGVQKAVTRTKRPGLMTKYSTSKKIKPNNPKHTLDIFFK
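First, compounds were pin-transferred onto 10 nM Pol kappa. After 15 min at room temperature, substrate was added to 50 nM final. Fluorescence was then measured kinetically at 0 and 10 min.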
APE1 inh: blocks human APE1 abasic DNA cleavage; P27695; 350,000 compounds, 0.35% hits; recombinant APE1, TAMRA/BHQ-2 abasic DNA cleavage fluorescence; Potency, µM (top dose mostly 65.8 µM), for inactives: top-dose activity change, negative = inhibition, most hits filed as inhibitors; AID 2517;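 also: potency is read from the fitted curve at half-maximal effect; plate controls were vehicle for no effect and reference inhibitor for full effect; nearly all actives have a fitted effect of over 55% in size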
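Kinetic fluorescence read (525 ex/598 em nm, three reads 60 s apart) of AP-site incision; signal = third minus first read. Enzyme 0.75 nM, dual-labelled THF duplex 50 nM, compound preincubation 15 min RT.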
Pol iota inh: blocks human DNA polymerase iota activity | Q9UNA4 | Pol iota fluorescent replication assay, 10 min | Potency, µM (top dose mostly 115 µM), for the others: at the highest dose activity, negative = inhibition, usual class: inhibitors | 390,000 compounds, 1% hits | AID 588590; also: potency is read from the fitted curve at half-maximal effect
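Fluorescent replication assay read twice, at 0 min and 10 min after adding 50 nM (final) substrate. Enzyme (10 nM) and compounds were first incubated 15 min at room temperature; enzyme-free buffer wells were negative controls.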
Glioma ERSR ind: inducers of ER stress response in human glioma cells; AID 602332; Potency, µM, without a hit: at the top dose activation, actives largely listed as activators; 420,000 compounds, 0.02% hits; U87-MG GRP78 promoter luciferase reporter, 16 h; also: potency is read from the fitted curve at half-maximal effect; series mostly up to about 76 µM; % of control where 0% means no effect; nearly all actives have a fitted effect of over 35% in size
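ERSR induction read as luciferase luminescence (Bright-Glo, 10 min at room temperature) in stably transfected human U87-MG glioma cells exposed to compounds for 16 h, using GRP78 as sensor.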
BLM helicase inh: inhibitors of human Bloom syndrome helicase BLM. recombinant BLM DNA unwinding, fluorescence dequenching. 350,000 compounds, 0.2% hits. Potency, µM (highest dose often 56.1 µM), for inactives: top-dose activity change, negative = inhibition, usual class: inhibitors. AID 2528;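 also: potency is read from the fitted curve at half-maximal effect; plate controls were vehicle for no effect and no enzyme for full effect; nearly all actives have a fitted effect of over 35% in size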
Numbers without * were called inactive; ? = inconclusive; · = not tested or not shown; & = joins results of further samples; [ ] = another dose, or the depositor's remark. Unless noted, calls follow the shape of the dose curve; as a rule, active = well fitted curve in the direction sought with a large enough effect; inconclusive = small, poorly fitted or top-dose-only effect, or another doubt; inactive = no such curve, though single readings can be large; an effect the other way counts as inactive or inconclusive.

SMILES	POLB inh	Pol eta inh	LDHA block	Apoferritin bind	POLK inh	APE1 inh	Pol iota inh	Glioma ERSR ind	BLM helicase inh
Cc1ccc(S(=O)(=O)Cn2nnnc2C(C(C)C)N2CCN(C(=O)c3ccco3)CC2)cc1 (centres undefined)	·	-10%	-3	·	-10%	·	-6%	-6%	·
COCCCNC(=O)CC(NS(=O)(=O)c1ccc(Cl)cc1)c1ccc(OC)cc1 (centres undefined)	4%	4%	-7	-12%	-10%[60.1 µM]	-2%	?	-2%	-2%
COCCN(Cc1cc2cccc(C)c2[nH]c1=O)C(=O)c1ccccc1	-11%	4%	5	-7%	-11%	0%	20%	-7%	-9%
Cc1ncc(S(=O)(=O)c2ccc(Cl)cc2)c(-c2ccccc2)n1	-6%	-6%	-5	-21%	-20%	-1%	-10%	-6%	-3%
COc1ccc(OC)c(N=Nc2c(O)c3ccccc3[nH]c2=O)c1	·	40µM*	6	·	-26%	·	?	-3%	·
Cc1ccc(C(=O)CSc2nsc(C)c2C#N)cc1	-19%	-2%	-4	-21%	-13%	0%	12%	-4%	0%
COC(=O)CCc1c(C)[nH]c(=S)[nH]c1=O	7%	1%	0	-9%	-7%	13%	9%	-5%	-4%
CCOC(=O)CSc1nnc(NC(=O)c2ccco2)s1	12%	-15%	-15	37%[activator]	-20%	-7%	-2%	-2%	2%
C=CCn1c(CNc2ccccc2)nnc1SCC(=O)N/N=C/c1ccccc1O	6%	-18%	-4	-16%	-7%	8%	9%	1%	-2%
COc1ccc(N2CCN(C(=O)c3noc4c3CCCCC4)CC2)cc1	-1%	-2%	-13	-15%	3%	·	-14%	0%	2%
CN(C)C(=O)CSc1nnc(-c2ccc(S(=O)(=O)N3CCCC3)cc2)n1C	4%	89µM*	-3	-5%	?	29%	?	-4%	-3%
O=C(c1cnc2nc3ccccc3n2c1)c1cc(F)ccc1O	1%	-5%	-6	-12%	-21%	-4%	158%[activator]	3%	-13%
O=C(CCC1N=C2c3ccccc3N=C(SCc3ccccc3Cl)N2C1=O)NCc1cccs1 (centres undefined)	6%	-19%	-3	-11%	-4%[60.1 µM]	·	24%	-2%	-2%
NC(=O)c1cc(Cl)ccc1OCC(=O)N1CCCc2ccccc21	39%	-17%	-1	4%	7%	16%	68%[activator]	5%	-3%
Cn1c(N)c(C(=O)COC(=O)CSc2ccc(Cl)cc2)c(=O)n(C)c1=O	14%	-16%	-1	-6%	-8%	18%	-4%	-3%	3%
O=C(NCCCN1C(=O)c2ccccc2C1=O)OCc1ccccc1	·	-6%	-7	·	-5%	·	43%[activator]	-4%	·
O=C(c1cc2c(Cl)nc3ccccc3c2s1)N1CCCCC1	0%	-14%	-3	?	-10%	·	40%[activator]	2%	2%
CC/C=C\C/C=C\C/C=C\C/C=C\C/C=C\C/C=C\CCC(=O)O	·	·	·	1%&-24%	?	-3%&-7%&1%	·	-2%&0%&-3%	32%&-2%[activator]
COc1cccc(NC(=O)CN2C(=O)COc3ccc(S(=O)(=O)N4CCC(C)CC4)cc32)c1	12%	-8%	1	-3%	-1%	-15%	8%	-4%	-10%
O=C(Nc1c(C(=O)N2CCOCC2)cnn1-c1ccccc1)c1ccc(F)cc1	24%	-9%	-4	-12%	-24%	-10%	24%	-6%	1%
Cc1cc(C)c(NC(=O)CSc2nnc(-c3ccncc3)n2Cc2ccco2)c(Cl)c1	-15%	-5%	0	-19%	-4%	-2%	0%	-6%	-22%
CCN1CCN(CCc2nc3cc(NC(=O)COc4ccccc4)ccc3n2C)CC1	9%	-18%	-1	-8%	-20%	17%	82%[activator]	0%	-12%
CSCCC(/C(O)=C(\C#N)c1nc2ccccc2[nH]1)N1C(=O)c2ccccc2C1=O (centres undefined)	-6%	-3%	-7	?	-18%	-2%	-4%	-1%	-6%
O=C(CCS(=O)(=O)c1nc(-c2cccs2)cc(C(F)(F)F)n1)Nc1ccc(F)c(Cl)c1	18%	-7%	-6	-18%	-18%	·	?	-11%	-7%
O=c1ccnc(NCCc2ccccc2)[nH]1	3%	-14%	-10	-8%	-8%	-6%	8%	-1%	3%
Remaining list, next part:
SMILES	POLB inh	Pol eta inh	LDHA block	Apoferritin bind	POLK inh	APE1 inh	Pol iota inh	Glioma ERSR ind	BLM helicase inh
CC(NC(=O)c1cc(Br)ccc1Cl)c1ccccc1 (centres undefined)	0%	-10%	-11	0%	-18%	1%	-11%	-1%	0%
CCc1ccc(NC(=O)c2cc3nc(-c4ccc(C)cc4)cc(C(F)(F)F)n3n2)cc1	3%	-10%	-8	-4%	-20%	·	14%	-2%	1%
Cc1ccc(OCc2ccc(C(=O)NCc3cccnc3)cc2)cc1C	7%	-20%	1	?	-8%	8%	39%[activator]	0%	-7%
COc1ccc2nc(SCC(=O)Nc3cc(C)on3)c(C#N)cc2c1	-7%	0%	-6	4%	-5%	19%	19%	-5%	-2%
O=C(C1CCCO1)N1CCN(C(=S)Nc2cccc(F)c2)CC1 (centres undefined)	0%	1%	-1	-1%	-19%	-11%	10%	-2%	-1%
O=C(NC1CCCC1)[C@@H]1CSC2c3ccccc3C(=O)N21 (some centres undefined)	0%	-6%	-1	4%	4%	10%	17%	-6%	1%
CC(CNC(=O)C1CCN(Cc2cc3ccccc3n2Cc2ccccc2)CC1)c1ccccc1 (centres undefined)	6%	-18%	-3	5%	-7%[60.1 µM]	·	-2%	-4%	-8%
CCCCn1c(SCC(=O)NCc2ccccc2)nc2ccc(N3CCOCC3)cc2c1=O	0%	?	21	-9%	5%	7%	16%	-2%	-7%
N#Cc1ccc(NC(=S)Nc2ccccc2)cc1	3%	-21%	-7	-9%	-6%	4%	11%	-2%	-1%
COc1ccc(Br)cc1CNC(=O)c1ccc2c(c1)nc1n2CCC(C)C1 (centres undefined)	1%	15%	-4	-8%	-7%[60.1 µM]	·	-5%	-4%	-2%
COc1ccc(S(=O)(=O)N2CCN(c3ncccn3)CC2)cc1OC	8%	-14%	-7	-10%	-9%	-3%	71%[activator]	-3%	0%
Cc1ccccc1NC(=O)CSc1nc(O)cc(=O)n1C	2%	-18%	-5	-3%	-1%	1%	-16%[58.9 µM]	-5%	-2%
O=C(Nc1ccnn1C1CCN(C(=O)c2cccc(C(F)(F)F)c2)CC1)C1CC1	34%	-23%	-7	-5%	0%	10%	39%[activator]	1%	1%
CCCCCc1ccc(S(=O)(=O)NCCc2ccncc2)cc1	4%	-17%	2	?	-5%	-3%	-5%	-3%	-3%
Cc1ccccc1CS(=O)(=O)CCC(=O)NCc1ccccn1	3%	-13%	0	-7%	9%	-1%	-2%	-2%	-2%
COc1ccccc1-c1cc(C(F)(F)F)n2ncc(S(=O)(=O)c3ccccc3)c2n1	19%	-3%	11	6%	-16%	-3%	2%	-2%	-13%
COc1ccc(-c2cn(-c3ccc(SC(F)F)cc3)c3[n+]2CCC3)cc1OC	2%	-11%	-2	1%	-17%	3%	71%[activator]	-5%	37%[activator]
O=C(CSc1nc(=O)n(CCCN2CCOCC2)c2c1CCCC2)Nc1ccc(F)cc1	·	-21%	-8	·	-4%	18%	101%[activator]	-2%	·
COc1ccccc1N(CC(O)COc1c(C)cc(C)cc1C)S(=O)(=O)c1ccccc1 (centres undefined)	5%	-27%	2	41%[activator]	-11%	-9%	-3%	-4%	-10%
NC(=O)CC(NC(=O)c1ccccc1)c1ccc(NCCOc2ccccc2)c([N+](=O)[O-])c1 (centres undefined)	2%	-1%	-5	?	-3%	-1%	-1%	-1%	-3%
Cc1ccc(NC(=O)COC(=O)c2ccn(C)n2)cc1	-7%	-1%	-4	-6%	-2%	4%	-24%	-3%	-2%
COC(=O)CSc1nnc(CNC(=O)c2cc(OC)c(OC)c(OC)c2)n1C	3%	1%	-2	-7%	-24%	-5%	-6%	-2%	-10%
Cc1cc(C)c(OCC(=O)Nc2ccc(NC(=O)c3ccco3)cc2)c([N+](=O)[O-])c1	15%	-9%	-7	2%	-10%	14%	-7%	-1%	0%
O=C(CCc1c[nH]c2ccccc12)OCc1cccc(C(F)(F)F)c1	·	-10%	2	·	5%	·	16%	-3%	·
CC[C@@H](C)[C@@H]1CN([C@@H](C)CN2CCC[C@H]2CN2C(N)=NC[C@H]2C(C)C)C(=N)N1CCc1ccc(Cl)c(Cl)c1	·	1%	-6	·	-29%	50%[activator]	-12%	-1%	·

Structural class: the compounds so far containing a nitro group on carbon.
SMILES	POLB inh	Pol eta inh	LDHA block	Apoferritin bind	POLK inh	APE1 inh	Pol iota inh	Glioma ERSR ind	BLM helicase inh
NC(=O)CC(NC(=O)c1ccccc1)c1ccc(NCCOc2ccccc2)c([N+](=O)[O-])c1 (centres undefined)	2%	-1%	-5	?	-3%	-1%	-1%	-1%	-3%
Cc1cc(C)c(OCC(=O)Nc2ccc(NC(=O)c3ccco3)cc2)c([N+](=O)[O-])c1	15%	-9%	-7	2%	-10%	14%	-7%	-1%	0%

Further entries follow.
SMILES	POLB inh	Pol eta inh	LDHA block	Apoferritin bind	POLK inh	APE1 inh	Pol iota inh	Glioma ERSR ind	BLM helicase inh
CCC1(COC(=O)Nc2cccc(Cl)c2)COC1	25%	-18%	-6	?	-14%	0%	5%	3%	-4%
Cc1cc(C(=O)Nn2cnnc2)ccc1[N+](=O)[O-]	6%	-14%	1	1%	-2%	44%	29%	-2%	-3%
CCN(CC)S(=O)(=O)c1ccc(/C=C/C(=O)Nc2ccccc2N2CCOCC2)cc1	-8%	-10%	-3	?	-3%	-2%	66%[activator]	-1%	-6%
COCC1CCCN(Cc2nc(Cc3ccccc3)no2)C1 (centres undefined)	26%	-14%	-8	-9%	-14%	19%	-21%	-2%	-1%
CCC(C)NC(=O)Nc1ccc(Br)cc1Cl (centres undefined)	-2%	-2%	-7	-5%	-6%	-6%	22%	-1%	-4%
COC(=O)COc1ccc(S(=O)(=O)Nc2ccc3c(c2)OCO3)cc1Cl	-11%	-13%	6	-3%	-16%	-2%	?	-11%	-7%
O=C(OCCn1cncn1)c1cc2ccccc2oc1=O	11%	-3%	-5	-10%	-20%	?	-6%	-9%	1%
Cc1ccccc1NC(=O)NCC1CCCO1 (centres undefined)	16%	-8%	-1	-9%	8%	4%	6%	-4%	4%

A portion of the library; rates above refer to the full screens.
